# Bioassay records as filed in PubChem BioAssay.
# mHTT-CaM PPI inh = disrupts binding of mutant huntingtin to calmodulin. P42858. AlphaScreen His-mHTT/GST-CaM binding, luminescence. inhibition, % at 15 µM. 190,000 tested, 3.6% active. AID 1671202;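 further: 0% = both proteins with DMSO and 100% = one protein alone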
# Target sequence (P42858 whole entry, looked up, stated change not applied): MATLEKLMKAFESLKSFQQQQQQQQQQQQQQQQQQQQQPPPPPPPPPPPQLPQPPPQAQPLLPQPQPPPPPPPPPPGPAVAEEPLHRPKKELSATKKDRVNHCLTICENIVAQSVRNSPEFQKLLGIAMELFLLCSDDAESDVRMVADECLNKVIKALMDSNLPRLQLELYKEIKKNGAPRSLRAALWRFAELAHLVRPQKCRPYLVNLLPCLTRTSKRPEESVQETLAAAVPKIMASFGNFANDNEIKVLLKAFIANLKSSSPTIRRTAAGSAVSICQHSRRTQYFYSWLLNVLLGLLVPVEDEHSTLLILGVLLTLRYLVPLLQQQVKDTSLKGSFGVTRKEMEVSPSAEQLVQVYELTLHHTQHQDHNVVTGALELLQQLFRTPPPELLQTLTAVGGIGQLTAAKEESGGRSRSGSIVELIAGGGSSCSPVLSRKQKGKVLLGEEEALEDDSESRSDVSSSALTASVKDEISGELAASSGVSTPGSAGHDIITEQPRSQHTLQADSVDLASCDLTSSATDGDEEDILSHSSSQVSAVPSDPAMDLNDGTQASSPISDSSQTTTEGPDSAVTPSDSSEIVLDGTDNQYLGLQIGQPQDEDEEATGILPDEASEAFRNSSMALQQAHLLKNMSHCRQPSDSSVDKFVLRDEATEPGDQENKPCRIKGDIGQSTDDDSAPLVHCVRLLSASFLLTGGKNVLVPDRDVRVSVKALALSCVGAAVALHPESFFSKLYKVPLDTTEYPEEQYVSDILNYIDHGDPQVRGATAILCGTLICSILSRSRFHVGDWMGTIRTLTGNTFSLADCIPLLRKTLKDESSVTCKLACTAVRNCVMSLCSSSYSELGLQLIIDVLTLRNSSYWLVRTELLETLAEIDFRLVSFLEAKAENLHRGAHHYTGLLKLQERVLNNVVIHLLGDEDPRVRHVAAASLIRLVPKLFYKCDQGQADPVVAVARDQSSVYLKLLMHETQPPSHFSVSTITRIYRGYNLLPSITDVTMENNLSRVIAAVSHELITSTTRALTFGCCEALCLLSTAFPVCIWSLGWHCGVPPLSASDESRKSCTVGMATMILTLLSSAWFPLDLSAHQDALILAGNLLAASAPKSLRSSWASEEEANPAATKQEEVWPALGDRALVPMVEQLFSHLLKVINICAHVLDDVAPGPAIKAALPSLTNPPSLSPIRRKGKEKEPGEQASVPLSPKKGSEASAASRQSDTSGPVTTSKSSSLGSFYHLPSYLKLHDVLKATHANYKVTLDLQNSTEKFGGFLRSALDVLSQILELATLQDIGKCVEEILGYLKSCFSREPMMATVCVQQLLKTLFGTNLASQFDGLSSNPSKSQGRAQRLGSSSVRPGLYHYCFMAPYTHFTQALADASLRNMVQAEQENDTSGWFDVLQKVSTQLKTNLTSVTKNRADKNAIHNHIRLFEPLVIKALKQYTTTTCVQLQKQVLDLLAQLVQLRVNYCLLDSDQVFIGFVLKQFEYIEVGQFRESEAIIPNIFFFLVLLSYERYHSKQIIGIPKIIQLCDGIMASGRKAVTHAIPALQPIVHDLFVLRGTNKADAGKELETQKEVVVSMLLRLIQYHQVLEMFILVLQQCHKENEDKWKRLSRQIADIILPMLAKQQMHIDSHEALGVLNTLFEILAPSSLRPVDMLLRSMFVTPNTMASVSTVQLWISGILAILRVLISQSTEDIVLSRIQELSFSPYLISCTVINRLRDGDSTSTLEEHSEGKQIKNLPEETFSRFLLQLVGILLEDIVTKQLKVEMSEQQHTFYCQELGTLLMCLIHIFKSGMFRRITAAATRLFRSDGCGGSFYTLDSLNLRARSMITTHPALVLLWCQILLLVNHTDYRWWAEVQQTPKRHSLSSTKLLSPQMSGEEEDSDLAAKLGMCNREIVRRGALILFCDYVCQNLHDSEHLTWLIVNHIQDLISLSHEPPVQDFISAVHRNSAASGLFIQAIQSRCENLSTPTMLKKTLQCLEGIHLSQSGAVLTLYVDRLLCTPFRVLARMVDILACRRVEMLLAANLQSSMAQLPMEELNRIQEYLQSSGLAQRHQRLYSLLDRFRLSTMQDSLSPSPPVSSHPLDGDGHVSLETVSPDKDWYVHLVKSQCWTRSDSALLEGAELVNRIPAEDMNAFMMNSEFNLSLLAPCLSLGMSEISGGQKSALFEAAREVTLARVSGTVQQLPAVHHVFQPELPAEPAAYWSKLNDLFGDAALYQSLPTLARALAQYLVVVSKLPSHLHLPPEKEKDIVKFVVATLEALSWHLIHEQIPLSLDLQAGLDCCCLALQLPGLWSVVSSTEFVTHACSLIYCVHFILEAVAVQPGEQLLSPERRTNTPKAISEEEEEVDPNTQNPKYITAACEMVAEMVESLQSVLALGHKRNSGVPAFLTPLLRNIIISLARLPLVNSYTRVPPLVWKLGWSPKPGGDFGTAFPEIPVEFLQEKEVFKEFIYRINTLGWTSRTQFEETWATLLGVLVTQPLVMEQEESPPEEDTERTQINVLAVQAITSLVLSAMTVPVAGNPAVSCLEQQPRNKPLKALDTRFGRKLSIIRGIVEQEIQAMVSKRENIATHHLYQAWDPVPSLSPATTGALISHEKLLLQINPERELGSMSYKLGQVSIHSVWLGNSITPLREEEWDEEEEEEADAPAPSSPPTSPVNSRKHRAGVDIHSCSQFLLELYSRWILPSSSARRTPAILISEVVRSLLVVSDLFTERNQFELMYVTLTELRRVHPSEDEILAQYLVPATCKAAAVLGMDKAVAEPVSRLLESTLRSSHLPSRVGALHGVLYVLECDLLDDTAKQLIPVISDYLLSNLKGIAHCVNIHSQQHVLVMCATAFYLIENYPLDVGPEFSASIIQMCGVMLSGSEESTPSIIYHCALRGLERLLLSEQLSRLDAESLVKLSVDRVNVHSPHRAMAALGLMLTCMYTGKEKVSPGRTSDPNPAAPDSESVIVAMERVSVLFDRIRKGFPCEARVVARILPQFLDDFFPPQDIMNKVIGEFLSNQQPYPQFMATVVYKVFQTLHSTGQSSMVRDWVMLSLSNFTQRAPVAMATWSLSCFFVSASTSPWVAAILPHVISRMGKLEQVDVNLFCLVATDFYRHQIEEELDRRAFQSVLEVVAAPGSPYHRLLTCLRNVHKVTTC
# Pf apPOL block = Pf-apPOL DNA polymerase inhibition. 210,000 tested, 0.25% active. Recombinant Pf-apPOL, molecular beacon fluorescence, 1.5 h. AID 1794808. inhibition, % at 10 µM
# An asterisk follows results filed as active; i = inactive; . = no result given; & = joins results of further samples. No stated cut-off is given here; in the data, active means inhibition above about 50%; inactive means the rest.
structure	mHTT-CaM PPI inh	Pf apPOL block
O=C(O)c1cc(N2C(=O)C3C4c5ccccc5C(c5ccccc54)C3C2=O)ccc1Cl (stereo unspecified)	1	0
CCOC(=O)C1CCN(C(=O)c2cn3ccc(C)cc3n2)CC1	-4	-3
CC1CCCCN1C(=O)c1cnn2c(C(F)(F)F)cc(-c3ccco3)nc12 (stereo unspecified)	-6	4
Cc1ccc(S(=O)(=O)n2cccn2)cc1	-9	0
O=C(Nc1ccc(Oc2ccccc2)cc1)C1CCN(c2nnc3ccccn23)CC1	42	-4
CSc1cccc(NC(=O)C(=O)NC2CC2)c1	-7	-5
COc1ccc(CN2CC(C(=O)NCCc3ccc(Cl)cc3)CC2=O)cc1 (stereo unspecified)	10	-6
Cc1ccc(C)c(NC(=O)N2CCCC(C)(C(=O)NCc3ccccc3C)C2)c1 (stereo unspecified)	2	-1

# (further entries)
structure	mHTT-CaM PPI inh	Pf apPOL block
Nc1c(S(=O)(=O)O)cc(Nc2ccc(Nc3nc(Cl)nc(Nc4ccc(S(=O)(=O)O)cc4)n3)c(S(=O)(=O)O)c2)c2c1C(=O)c1ccccc1C2=O	.	43
CC(C)N1C(=O)C(C)(C(=O)NCc2ccco2)Oc2cccnc21 (stereo unspecified)	-1	1
COc1ccc(C2Oc3ccccc3C3CC(c4ccc(C)o4)=NN32)cc1 (stereo unspecified)	60*	-7
Cc1ccc(O)c(NC(=O)c2cccs2)c1	-4	-4
CCN(CC)C(=O)c1noc2c1CC(C(C)(C)C)CC2 (stereo unspecified)	-21	-4
CC(=O)CSc1ncnc2sc3c(c12)CCC(C)C3 (stereo unspecified)	-5	.
Cc1cccc(NC(=O)CN2C(=O)NC3(CCCCC3)C2=O)c1	6	-2
CCC(C)NC(=O)C1CCN(c2ccc(C)c(Cl)c2)C1=O (stereo unspecified)	-2	-2

# Full records, quoted from the list:
# CCN(CC)C(=O)c1noc2c1CC(C(C)(C)C)CC2 (stereo unspecified) as listed: mHTT-CaM PPI inh: -21; Pf apPOL block: -4
# CCC(C)NC(=O)C1CCN(c2ccc(C)c(Cl)c2)C1=O (stereo unspecified) as listed: mHTT-CaM PPI inh: -2; Pf apPOL block: -2

# Two entries drawn at random from those above, as already listed:
structure	mHTT-CaM PPI inh	Pf apPOL block
CCN(CC)C(=O)c1noc2c1CC(C(C)(C)C)CC2 (stereo unspecified)	-21	-4
CC(=O)CSc1ncnc2sc3c(c12)CCC(C)C3 (stereo unspecified)	-5	.

# The results go on:
structure	mHTT-CaM PPI inh	Pf apPOL block
Cc1ccc(C2CC(C(F)(F)F)n3nc(C(=O)NCCc4ccccc4)cc3N2)cc1 (stereo unspecified)	39	5
Cc1ccc(C)c(CNC(=O)C2CCCN(c3cnn(Cc4ccccc4)c(=O)c3)C2)c1 (stereo unspecified)	43	1
Cn1cnc([N+](=O)[O-])c1Sc1ncnc2c1ncn2Cc1ccccc1	0	-2
CC(=O)c1ccc(NC(=O)Cn2nc(C(F)(F)F)c(Cl)c2C)cc1	-2	-2
COc1cccc2cc(-c3cc(=O)oc4cc(C)c(OCC(C)=O)cc34)oc12	-3	-3
CCCCC(C(=O)O)N1C(=O)c2cc(Cl)c(Cl)cc2C1=O (stereo unspecified)	7	-9
Cc1cc(Cl)ccc1NC(=O)Cc1ccccc1[N+](=O)[O-]	0	-2
CCOC(=O)COc1ccccc1C=C1Oc2cc(OC)ccc2C1=O	-6	-5

# Next part:
structure	mHTT-CaM PPI inh	Pf apPOL block
CCOC(=O)[C@@H](C)N(Cc1ccc(OC)cc1)S(=O)(=O)N(Cc1ccccc1)[C@H](C(=O)OC)C(C)C	-23	-1
CCN(CCC#N)c1ccccc1	-4	-4
CC(C)CNC(=O)C1COC2(CCCCC2)N1C(=O)c1ccc(F)cc1F (stereo unspecified)	-5	2
Cc1sc2ccn(C)c(=O)c2c1C(=O)NCC1CC1	-11	2
O=C(NCC1CCCO1)c1ccccc1CCc1ccccc1 (stereo unspecified)	-5	-7
CC(c1ccccc1)N1C(=O)c2ccccc2C1(O)Cc1ccccc1 (stereo unspecified)	8	-2
COc1ccc(Nc2ccc3c(=O)c(-c4ccc(OC)c(OC)c4)coc3c2)c(OC)c1	-1	3
Cc1ccc(C(=O)N2CCC(CCNC(=O)C(C)(C)C)CC2)cc1	-6	-4

# (continued)
structure	mHTT-CaM PPI inh	Pf apPOL block
COc1ccc(C2SCCN2C(=O)c2cc3cc(Br)ccc3oc2=O)cc1 (stereo unspecified)	8	-10
Cc1ccc(C(=O)O)c(C(=O)Nc2cccnc2)c1	-8	-6
Cc1ccc(C(C)NC(=O)c2cnccn2)cc1C (stereo unspecified)	7	-1
COc1cc(NC(=O)c2noc3c2CCCC3)c(OC)cc1Cl	-8	-1
CCn1c(=O)c(C(=O)N(C)C)nc2cc(C)c(C)cc21	-1	-1
O=C(Nc1ccc(F)cc1)N1CCC(CNS(=O)(=O)c2ccc3c(c2)CCCC3)CC1	-2	-1
CNC(=O)C(Sc1ccccc1)c1ccccc1 (stereo unspecified)	-5	-6
Cc1nc2scc(-c3cccs3)c2c(=O)n1N	-10	-3

# More records follow.
structure	mHTT-CaM PPI inh	Pf apPOL block
Cc1cc(C(=O)Nc2ccc(F)cc2)no1	.	-4
COc1ccc(NC(=O)N2CCCC2c2cc(C)on2)cc1OC (stereo unspecified)	-2	0
CC(C)c1ccc(C(=O)N2CCN(Cc3ccc4c(c3)OCO4)CC2)cc1	9	2
O=C(O)C1C2C=CC(O2)C1C(=O)Nc1ccc(F)c(Cl)c1 (stereo unspecified)	-3	1
CSC(=NNc1ccccc1C(F)(F)F)NC(=O)c1c(Cl)cccc1Cl	.	0&-3
CC(C1CC1)N1C(=O)C2C(C1=O)C1C=CC2C12CC2 (stereo unspecified)	-2&2	-1&4
COc1ccc(N2C(=O)C3CCCN3C2c2cccc(F)c2)cc1Cl (stereo unspecified)	10	-1
CCc1ccc(NC(=O)N2CCCC2c2cc(C)no2)cc1 (stereo unspecified)	-5	-3

# The results go on.
structure	mHTT-CaM PPI inh	Pf apPOL block
CC1CCN(S(=O)(=O)c2ccc(F)c(C(=O)Nc3ccc(F)c(Cl)c3)c2)CC1	6	-7
O=C(O)[C@H](O)Cc1ccc(O)c(O)c1	.	22
COCCN=C1Nc2ccccc2NC12CCCN(C(=O)c1ccc3c(c1)OCO3)C2 (stereo unspecified)	7	-5
CC(C)(C)NS(=O)(=O)c1cc(Br)cc2c1N(C(=O)C1CC1)CC2	-5	-9
CCOC(=O)C1C(=O)C=C(c2cccs2)CC1c1ccc(CC)cc1 (stereo unspecified)	-5	4
CN1CCN(c2nc(-c3cccs3)cc(C(F)(F)F)n2)CC1	13	-6
Cc1cccc(N2CCN(C(=O)c3cccc(F)c3)C(C)C2=O)c1 (stereo unspecified)	-3	-2
O=C(Nc1ccccc1)c1ccc2nc(NC(=O)C3CCCCC3)sc2c1	-1	27

# More structures:
structure	mHTT-CaM PPI inh	Pf apPOL block
Cc1c(C(=O)N2CCCCC2)oc2ccc(S(=O)(=O)N3CCCCC3)cc12	-3	-5
O=c1cc(-c2ccccc2)[nH]c2ccc(Cl)cc12	-5	-4
CCOc1ccc(N2CC(c3nnc(NC(=O)c4ccc(OC)cc4)o3)CC2=O)cc1 (stereo unspecified)	47	-5
CC(=O)c1cccc(NC(=O)c2ccc(C)c(Cl)c2)c1	-4	-5
CCOC(=O)C1CCN(C(=O)C2CCN(c3nnc(-c4ccccc4)o3)CC2)CC1	0	0
COC(=O)[C@H](C(C)C)N1Cc2nnn(Cc3ccc(C)cc3)c2-c2cc(F)ccc2S1(=O)=O	-4	-3
CCn1nccc1-c1cccc(-c2noc(-c3ccc4cc[nH]c4c3)n2)c1	-8	-1
COc1ccccc1-c1nc(C2CCCN(C(=O)Cc3ccc(F)cc3)C2)no1 (stereo unspecified)	24	-2

# Carrying on:
structure	mHTT-CaM PPI inh	Pf apPOL block
CCN=C1S/C(=C/c2cn(C(=O)CC)nc2-c2ccc(F)cc2)C(=O)N1CC	-1	-6
CC(=O)N1CCc2ccccc2C1C(=O)NC1CC1 (stereo unspecified)	-5	-1
Cc1ccc(C2(C(F)(F)F)NC(=O)N3CCCN=C3S2)cc1 (stereo unspecified)	-5	-4
CCC(=O)N1c2ccc(S(=O)(=O)N(C)c3ccc(Br)cc3)cc2CC1C (stereo unspecified)	34	-2
CCc1ccc(OCC(=O)O/N=C(\N)c2cccnc2)c(Br)c1	i	-2
CC(C)(C)C1CCc2c(sc3nc(CCC(=O)O)[nH]c(=O)c23)C1 (stereo unspecified)	8	-5
COc1ccc(NC(=O)c2ccc(-c3ccc(Br)cc3)o2)cc1OC	40	-8
CCOc1ccc(NC(=O)c2ccc([N+](=O)[O-])o2)cc1	8	-1

# (next part)
structure	mHTT-CaM PPI inh	Pf apPOL block
CCC(Oc1ccccc1)C(=O)N1CCN(c2cccc(C)c2C)CC1 (stereo unspecified)	8	-2
CCCOc1cccc(C(=O)Nc2cccc(C)c2C)c1	-4	-6
CCOC(=O)C1CCCN(C(=O)c2cc3c(=O)n(C)c(=O)n(C)c3s2)C1 (stereo unspecified)	-7	0
COC(=O)C1=C(NNc2ncc(Cl)cc2C(F)(F)F)CSC1	.	15
CCCCN(CC)CCNC(=O)c1cc2cc3ccc(OC)cc3nc2o1	-3	-4
COc1ccccc1N1C(=O)C2C(c3ccc(Cl)cc3)NC(CC(C)C)(C(=O)O)C2C1=O (stereo unspecified)	6	-2
CC(C)(C)NC(=O)NC12CC3CC(CC(C3)C1)C2	-4&0	1&-5
O=C(c1ccoc1)N1CCC(CCOc2ccccc2F)CC1	6	-3

# The listing continues.
structure	mHTT-CaM PPI inh	Pf apPOL block
O=C(c1ccoc1)N1CCc2[nH]nc(-c3ccccc3)c2C1	-4	-4
COc1ccccc1Oc1c(C)oc2cc(OCC(=O)O)ccc2c1=O	-2	2
CN1C(=O)c2cccnc2Sc2cc(C(=O)NC3CCCCC3)ccc21	-6	-2
CC(=O)c1cccc(NC(=O)CSc2cc(-c3ccccn3)nc(C)n2)c1	-8	-10
Cc1noc(-c2nn(C)c3c2CN(C(=O)C2CCCCC2)CC3)n1	-3	1
CCCc1ccccc1OC1=NS(=O)(=O)c2ccccc21	2	-2
CC(C)(C)OC(=O)N1CCC(C(=O)Nc2cccc(C(=O)N3CCCCC3)c2)CC1	5	-1
CCC[C@H]1[C@@H](OC(=O)NCc2ccccc2)CC[C@@]23CCCN2C(=O)CCC[C@@H]13	-4	-16

# More compounds.
structure	mHTT-CaM PPI inh	Pf apPOL block
CC(O)CNC(=O)C(=O)Nc1ccccc1F (stereo unspecified)	4	1
COc1ccc(Cl)cc1NC(=O)Nc1ccccc1NC(=O)c1ccco1	-5	-6
CC(C)Oc1cccc(C(=O)Nc2cccc(-c3nc4ncccc4o3)c2)c1	12	3
O=S1(=O)CC(N2CCN(CCO)CC2)CN1Cc1ccc(F)cc1 (stereo unspecified)	17	-1
CC(=NOC(=O)Nc1ccccc1Cl)C1CC1	.	2
Cc1ccc(S(=O)(=O)N2CCN(c3cccc(C)c3C)CC2)cc1	-6	-1
O=C(Cc1ccccc1[N+](=O)[O-])Nc1ccccc1CO	-3	4
CC(Oc1ccccc1)C(=O)NC1CCCCCC1 (stereo unspecified)	-6	0

# Following part.
structure	mHTT-CaM PPI inh	Pf apPOL block
O=C(NC1CCCCCC1)c1ccco1	-9	.
C=CCNC(=O)c1c(O)c2ccccc2n(C)c1=O	10	0
Cc1ccc(C(=O)N2CCC(C)CC2)c(C2CCN(C(=O)C3CC3)CC2)n1	-2	-3
O=C(Nc1ccc(Oc2ccc(Cl)cc2)cc1)c1cc2ccccc2oc1=O	-1	-1
COc1ccc(NC(=O)C2CC(c3ccccc3OC)=NO2)cc1 (stereo unspecified)	-7	-6
CC(C)Cn1c(=O)c(N2CCN(C(=O)c3ccccc3)CC2)nc2ccncc21	2	0
COc1ccccc1-c1coc2c(CN3CC4CC(C3)c3cccc(=O)n3C4)c(O)ccc2c1=O (stereo unspecified)	15	-5
CC(C)CC(=O)N1CCC(COc2ccc(C(=O)N3CCCC3)cc2)CC1	10	0

# A run of entries from further up, as a working copy:
structure	mHTT-CaM PPI inh	Pf apPOL block
CC(C)Cn1c(=O)c(N2CCN(C(=O)c3ccccc3)CC2)nc2ccncc21	2	0
COc1ccccc1-c1coc2c(CN3CC4CC(C3)c3cccc(=O)n3C4)c(O)ccc2c1=O (stereo unspecified)	15	-5
CC(C)CC(=O)N1CCC(COc2ccc(C(=O)N3CCCC3)cc2)CC1	10	0

# Going on with the list:
structure	mHTT-CaM PPI inh	Pf apPOL block
CCCCCC=CC(=O)CCc1ccc(O)c(OC)c1	.	-2
N=C(N)SC12CC3CC(CC(C3)C1)C2	-7	.
CCOC(=O)C(=O)Nc1c(C(=O)OCC)oc2ccccc12	-2	2
Cc1ccc(S(C)(=O)=NS(=O)(=O)c2sc3ccc(Cl)cc3c2C)cc1 (stereo unspecified)	.	0
Cc1ccc(C2CCCN2C(=O)c2cccs2)cc1 (stereo unspecified)	4	8
CCOC(=O)c1nnn2c1nc(Sc1nnc(-c3ccncc3)n1C)c1ccccc12	.	10
Cc1nc(-n2nnc(C(=O)NCc3ccccc3F)c2C)sc1C	-17	-4
O=C(Nc1cccc(Br)c1)c1c(F)c(F)c(F)c(F)c1F	-31	-5

# (more compounds)
structure	mHTT-CaM PPI inh	Pf apPOL block
Cn1c(=O)c2c(ncn2CC(=O)N2CCN(c3ccc(F)cc3)CC2)n(C)c1=O	5	4
O=C(CSCc1ccccc1)NCC1(CO)CC1	-15	-1
COc1ccccc1OCC(=O)NCCN1CCN(c2ccccc2OC)CC1	-14	-14
CS(=O)(=O)NC1CC2CC1N(C(=O)Cc1cccs1)C2 (stereo unspecified)	-6	1
Cc1cccc(NC(=O)N2CCn3cccc3C2c2ccc(Br)cc2)c1 (stereo unspecified)	1	1
O=C(NCc1ccc(F)cc1)C1CCc2nc(N3CCOCC3)ncc2C1 (stereo unspecified)	8	-21
COc1ccc(-c2coc3c(C)c4oc(=O)c(C)c(C)c4cc23)cc1	-8	1
COc1ccc2c(c1)C(CC(C)=O)N(c1ccc(-c3cccs3)cc1)C(c1ccsc1)=C2 (stereo unspecified)	-32	-6
Cc1ccccc1C(=O)Nc1ccc(Br)cc1C(C)C	-15	-1

# An excerpt (hit frequency here may not be typical).
